# Source: PubChem (several laboratories)
# ERb coact inh: blocks coactivator binding to human estrogen receptor beta; TR-FRET ER-beta LBD / SRC1-Cy5 peptide binding; receptor agonist-loaded with 1 µM estradiol; inhibition, % at 25.6 µM; hit rate 1.3% among 86,000;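 active = compounds whose percent inhibition of the receptor-coactivator binding signal exceeds about 50% in the single-dose screen, limit read from the data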;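 also: 0% = receptor plus peptide wells without compound and 100% = peptide-only wells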
# H69AR inhibit: growth inhibitors of human H69AR lung tumor cells; H69AR lung tumor viability, ATP luminescence, 72 h; stronger effect = lower value; viability, % at 10 µM; hit rate 6% among 85,000;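 active = viability at or below 40%; inactive = viability above 40%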;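 also: multidrug resistant small cell line overexpressing MRP-1 efflux transporter; 100% = mean luminescence of untreated control wells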
# Mac1 fbg enh: enhancers of human CD11b/CD18 binding to fibrinogen; P05107+P11215; K562 CD11b/CD18 adhesion to fibrinogen, ATPlite luminescence; activation, % at 10 µM; hit rate 0.07% among 93,000; AID 1499;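 active = 10 µM primary screen giving 50% or more activity, confirmed by 40% or more on retest at that dose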; also: strong numbers were not always called active
# Target sequence (P05107 whole entry, looked up, other chains not shown): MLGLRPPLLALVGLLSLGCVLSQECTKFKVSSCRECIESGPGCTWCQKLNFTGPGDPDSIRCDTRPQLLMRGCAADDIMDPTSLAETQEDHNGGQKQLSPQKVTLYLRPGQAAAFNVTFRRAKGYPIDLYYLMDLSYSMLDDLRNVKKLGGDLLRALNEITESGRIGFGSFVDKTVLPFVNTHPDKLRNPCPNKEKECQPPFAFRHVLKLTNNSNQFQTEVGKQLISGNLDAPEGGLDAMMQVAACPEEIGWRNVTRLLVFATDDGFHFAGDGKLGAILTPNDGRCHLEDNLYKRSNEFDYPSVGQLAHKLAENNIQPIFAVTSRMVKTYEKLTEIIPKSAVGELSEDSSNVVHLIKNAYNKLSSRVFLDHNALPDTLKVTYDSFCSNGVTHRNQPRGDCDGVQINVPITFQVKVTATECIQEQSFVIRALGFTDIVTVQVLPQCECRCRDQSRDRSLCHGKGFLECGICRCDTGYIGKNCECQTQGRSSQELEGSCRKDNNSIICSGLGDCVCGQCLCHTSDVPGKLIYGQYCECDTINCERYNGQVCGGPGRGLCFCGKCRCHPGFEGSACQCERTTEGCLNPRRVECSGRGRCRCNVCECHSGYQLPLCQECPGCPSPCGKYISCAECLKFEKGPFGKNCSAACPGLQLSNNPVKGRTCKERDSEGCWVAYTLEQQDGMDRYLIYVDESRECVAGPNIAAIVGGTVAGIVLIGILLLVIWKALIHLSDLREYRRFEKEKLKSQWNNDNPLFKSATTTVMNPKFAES
# ERa coact inh: blocks coactivator binding to human estrogen receptor alpha. P03372. inhibition, % at 25.6 µM. AID 629. hit rate 1.7% among 86,000. TR-FRET ER-alpha LBD / SRC-1 peptide, estradiol-bound; in the data active = inhibition above about 50%;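 also: 0% = receptor plus peptide control and 100% = peptide only without receptor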
# HUVEC prolif 384: inhibitors of human endothelial cell proliferation. HUVEC proliferation, CellTiter-Glo luminescence, 72 h; stronger effect = lower value. AID 648. hit rate 1.1% among 86,000. viability, % at 10 µM (by protocol);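 active = viability at or below 30%; inactive = viability above 30%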;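 also: 100% = median luminescence of DMSO-only cell control wells on each plate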
# ERa coact pot: enhances coactivator binding to human estrogen receptor alpha; P03372; TR-FRET ERalpha-LBD/SRC-Cy5 coactivator binding, 2 h; 100 = basal binding, no effect; coactivator binding (% of control), % at 25.6 µM; hit rate 1.3% among 86,000; AID 639; in the data active = activity above about 200%;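 also: binding measured in presence of low estradiol as agonist stimulus; 0% = peptide alone without receptor and 100% = receptor with peptide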
# MT1-MMP txn act: MT1-MMP promoter transcription activation; HT1080 MT1-MMP promoter luciferase reporter, luminescence, overnight; stronger effect = higher value; hit rate 0.16% among 86,000; activation factor at 10 µM; AID 750;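 active = activation factor of at least 2 for MT1-MMP transcription at 10 µM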
# Smad3 inh: inhibitors of human Smad3 transcription factor binding | P84022 | TR-FRET Smad3/Dy647-FoxH1 peptide binding, europium anti-His | inhibition, % at 25 µM | hit rate 0.29% among 88,000;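 active = compounds that reduce the energy-transfer binding signal between the protein and its labelled peptide by more than half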;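 also: 0% = Smad3 plus labelled peptide maximal FRET and 100% = peptide-only background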
# Lung fibro prol: blocks proliferation of human lung fibroblasts. LL 47 human lung fibroblast viability, ATP luminescence; stronger effect = lower value. viability, % at 10 µM. hit rate 1.1% among 85,000. AID 719;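 active = viability at or below 50% in the single dose screen; inactive = viability above 50%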;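 also: compound exposure lasted 72 h before the ATP readout; 100% = median luminescence of untreated cell-only wells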
#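 Test system: LL 47 human lung fibroblasts; Quantity: 1,150 cells/well; Buffer or medium: IMEM plus 15% FBS; Dosing: tenfold compound dosing solution, DMSO at 0.1%; Timing: overnight cell rest, 72 h compound treatment at 37 °C; Detection: ATP-based CellTiter-Glo luminescent readout; Read-out basis: viability percentage against median untreated-cell control; Controls: cell-only wells, no compound.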
# An asterisk follows results filed as active; nt = not tested or not shown; [ ] = dose if it differs, or a comment. Not all compounds are listed. The share of hits here may be higher or lower than overall.
SMILES,ERb coact inh,H69AR inhibit,Mac1 fbg enh,ERa coact inh,HUVEC prolif 384,ERa coact pot,MT1-MMP txn act,Smad3 inh,Lung fibro prol
CCOc1ccc2cc(C#N)c(SCC(=O)N3CCC(C)CC3)nc2c1,26[fluorescence artefact?],23*,8,7[fluorescence artefact?],48,337*[fluorescence artefact?],1.1,-2[fluorescence artefact?],79
Cc1nc2c(C#N)c(C)[nH]n2c(=O)c1Cc1ccccc1,6,90,nt,-6,88,102,1.1,-12,101
CCN1C(=O)c2cccc3c(NC(=O)c4cccc(N5C(=O)CCC5=O)c4)ccc1c23,-2,79,0,-10,74,108,1,-5,97
CCOC(=O)N1CCN(C(=O)c2ccc3c(=O)n(CCc4ccccc4)c(=S)[nH]c3c2)CC1,-9[fluorescence artefact?],10*,nt,-2,44,141[fluorescence artefact?],0.9,10,76
CCC(=O)N1CCc2cc(Br)cc(S(=O)(=O)NCCN3CCCCC3C)c21 (centres undefined),6,91,3,-11,98,106,1,3,108
Cc1ccc(C(=O)CSc2nc3ccccc3o2)cc1,16,86,-2,0,101,75,1.2,0,98
COc1ccc(/C(N)=N/OC(=O)CSc2ccccc2)cc1OC,8,102,-4,-9,103,93,nt,16,107
COc1ccc(C)cc1S(=O)(=O)N(C)CC(=O)N1CCCCC1,-19[fluorescence artefact?],92,nt,-19,98,116,1.3,7,100
CCOc1ccccc1C1NC(=O)NC(C)=C1C(=O)OC1CCCCC1 (centres undefined),-5,97,-4,6,91,110,1.1,5,105
O=C(NCc1ccco1)NCC(F)(F)F,13,95,-5,9,92,109[fluorescence artefact?],1,-2,97
CC(C)OCCCN1CN(S(=O)(=O)c2cccc(Cl)c2)c2nc3ccccc3nc21,-8,84,nt,5,99,94,1,8,102
Cc1cccn2c(=O)c3cc(C(=O)NCc4cccnc4)c(=N)n(C)c3nc12,-5[fluorescence artefact?],90,-3,-1,91,110,1,5,79
CCn1ncc(C2=NOC(C(=O)Nc3cnn(C45CC6CC(CC(C6)C4)C5)c3)C2)c1C (centres undefined),1[fluorescence artefact?],91,-6,7[fluorescence artefact?],107,120[fluorescence artefact?],1,2,95
CCC(=O)c1ccc(OCC(O)CN2CC(C)OC(C)C2)cc1 (centres undefined),-2,82,2,0,95,130,1.1,-1[fluorescence artefact?],102
Cc1c(N2C(=O)c3ccc4c5c(ccc(c35)C2=O)CC4)c(=O)n(-c2ccccc2)n1C,92*[fluorescence artefact?],95,62,95*[fluorescence artefact?],105,-1[fluorescence artefact?],1,43,105
O=C(CSc1ncn[nH]1)Nc1nc(-c2ccccc2)ns1,-1,93,-1,1,100,113,1.6,32[fluorescence artefact?],100
CCc1ccccc1NC(=O)c1nnn(CC(=O)Nc2cccc(C)c2)c1N,8,92,nt,8[fluorescence artefact?],94,115,1.4,7,93
COCCCNC(=O)c1cn(CC(C)C)c(=O)c2c1c1ccccc1n2C,14[fluorescence artefact?],73,-2,2[fluorescence artefact?],102,80,1.4,-3,106
CCC1(C)Cc2ccccc2-c2nc3n(c(=O)c21)CC(C(=O)O)S3 (centres undefined),1,86,-2,-7,103,101,1.1,4,91
C=CCOC(=O)C1=C(C)N=C2SCCC(=O)N2C1c1ccc(OC(=O)c2ccco2)cc1 (centres undefined),-1,92,0,-2,105,115,1.1,11,95
CCn1c(=O)n(CC(=O)Nc2cc(OC)c(OC)c(OC)c2)c(=O)c2ccccc21,-6,94,-1,-2,89,112,1.1,7,92
COC(=O)Nc1ccc(S(=O)(=O)n2cnc3ccccc32)cc1,-11,95,-4,-9,98,100,1,-2,101
COc1ccc(NC(=O)CCCN2C(=O)C3C4C=CC(C4)C3C2=O)c(OC)c1 (centres undefined),6,100,nt,3[fluorescence artefact?],98,124,1.1,7,96
Cc1cc(=O)n2[nH]c(N3C(=O)CCC3=O)nc2n1,4,96,-3,4,82,120,1.2,5,94
CC(=O)N(c1ccc(C)cc1)C1C=CS(=O)(=O)C1 (centres undefined),-7,98,0,-5,90,113,nt,2,105
COc1ccc(-c2nc(SCC(=O)N3CCOCC3)n[nH]2)cc1,-5,99,-4,-32,107,103,0.9,10,86
CCSc1nnc(NC(=O)c2cccnc2)s1,-5,88,-2,-6,93,154,1.3,2,102
CN1C(=O)N(C)C2(c3ccccc3)Nn3c(s/c(=C/c4ccco4)c3=O)=NC12c1ccccc1 (centres undefined),0[fluorescence artefact?],75,4,-12,93,92,1,-7,98
COC(=O)C1CN(S(=O)(=O)c2ccccc2)CCN1S(=O)(=O)c1ccccc1 (centres undefined),-6,97,-4,-9,100,101[fluorescence artefact?],nt,8,107
COC(=O)C1CCN(S(=O)(=O)c2c(C)n(C)c(=O)n(C)c2=O)CC1,-1,105,1,-1,90,116,1,3,93
CCOC(=O)c1c(CN2CCOCC2)oc2ccc(OC)cc12,-2[fluorescence artefact?],88,0,4[fluorescence artefact?],102,97,1.1,0,102
COc1cccc(C(=O)Nc2ccc(S(=O)(=O)NCc3ccco3)cc2)c1,28,95,-6,16,96,98,1.2,0,95
O=C(Cc1ccccc1)CC1(O)C(=O)Nc2ccccc21 (centres undefined),-1[fluorescence artefact?],89,2,-2,95,112,1,9,96
Cc1[nH]c(=O)[nH]c1C(=O)CCCCC(=O)OCC(=O)Nc1ccccn1,5[fluorescence artefact?],96,-7,18,82,100,1,-4,107
Cc1cc(OCCCC(=O)N2CCCCC2)cc(C)c1Cl,-2,86,6,1,106,101,1.1,-6,91
COc1ccc(NC(=O)COC(=O)c2ccc(N3CCCC3=O)cc2)cc1OC,-8,94,-2,-3,112,124[fluorescence artefact?],1,-10,98
Cc1cc(C(=O)OC(C)C(=O)Nc2cccc(S(=O)(=O)N3CCOCC3)c2)c(C)o1 (centres undefined),4,102,6,1,97,108,1.2,-6,31*
COc1ccc(C(OC(=O)c2ccco2)C(=O)NCc2ccc(C)cc2)cc1 (centres undefined),-12,105,nt,0,99,103,1.1,-7,113
Cn1c(=O)c2c(nc(Cl)n2Cc2ccc(Cl)c(Cl)c2)n(C)c1=O,-10,73,nt,-6,85,98[fluorescence artefact?],1.1,-5,97
Cn1cc(C(=O)c2ccc(Cl)cc2)cc1-c1nc2ccccc2n1C,-9,52,-8,-5,73,112,1.1,15,91
Cc1cnc(NC(=O)C(C)N2C(=O)C3CC=CCC3C2=O)s1 (centres undefined),0[fluorescence artefact?],100,-2,5,95,106,1.2,-1,93
O=c1[nH]cnc2cc(Cl)ccc12,-5,91,2,3,88,109,1.5,-3,95
COc1ccc2cc(C(=O)NCCO)sc(=O)c2c1OC,-6,97,nt,-10,93,107,1.2,4,101
COc1ccccc1-c1nc(SCC(=O)O)n[nH]1,-4,96,-6,-4,87,98,1.2,6,92
COCCOC(=O)c1cc(C(=O)c2cc(F)ccc2O)coc1=N,-3,85,nt,-5,101,104,1.1,1,98
Cc1cnc(-c2nnc(N(C)C(=O)C3CCOC3)s2)cn1 (centres undefined),-1,100,0,3,100,101,1.5,2,99
O=C1CCCCC1Sc1nnc(Cc2cccs2)n1CCc1ccccc1 (centres undefined),-4,65,9,2,93,92,1.2,8,101
Cc1cc(C)nc(NC2=NCC(=O)N2c2ccc(F)c(Cl)c2)n1,4,82,0,-2,85,114,1.2,8,93
Cn1c(-c2ccc3c(c2)OCO3)cnc1NCc1ccccc1,1[fluorescence artefact?],24*,nt,10[fluorescence artefact?],65,94,1.4,-3,87
CC(C)C(C)NC(=O)COc1ccc(-c2ccccc2)cc1 (centres undefined),11,88,-4,4,91,111,1,-4,97
# (more compounds)
SMILES,ERb coact inh,H69AR inhibit,Mac1 fbg enh,ERa coact inh,HUVEC prolif 384,ERa coact pot,MT1-MMP txn act,Smad3 inh,Lung fibro prol
Cc1ccc(NC(=O)CCN2CCN(C/C=C/c3ccccc3)CC2)cc1,2,98,1,-6,98,96,nt,-4,102
CN1C(=O)C(O)(C2COC(C)(C)CC2=O)c2cc(Br)ccc21 (centres undefined),9,100,5,9,62,100,1.1,8,91
COc1ccc(S(=O)(=O)N(CCCN2CCOCC2)Cc2cccc(OC)c2OC)cc1,-12,94,-2,-2,92,104,1.1,4,94
CCn1c(=O)cc(OCC(=O)Nc2cccc(C)n2)c2ccccc21,2,98,-1,21,87,113,1.1,2,97
CCCCCOC(=O)Cc1c(O)c2ccccc2[nH]c1=O,5,102,1,4,99,92,1,3,96
CC(c1ccccc1)N1CCn2c(nc3cc(NC(=O)c4cccs4)ccc32)C1 (centres undefined),3,44,-2,0,66,81[fluorescence artefact?],1.5,-2,90
CCC(=O)N(Cc1ccco1)c1nc(-c2cc(OC)ccc2OC)cs1,-9[fluorescence artefact?],57,nt,-9,45,165,1.2,3,90
CN1CCN(CC(=O)N(Cc2c(C#N)c3ccccc3n2C)c2ccccc2)CC1,-35,93,-3,-21,74,109,1.2,1,87
Cc1ccc(-n2c(=O)[nH]c3c(C(N)=O)nc(CC(C)C)nc32)cc1,2,56,4,-5,99,96,1.3,15[fluorescence artefact?],98
Cc1oc(C(=O)O)cc1CSc1nnc(-c2ccccc2)n1C,-4,88,-1,-27,85,87,1.1,-2,98
CN1C(=S)SC(N(O)C(=O)Nc2ccccc2)C1(C)C (centres undefined),6[fluorescence artefact?],96,12,4,102,96,1.2,2,102
CC1CN(c2cc(=O)n(-c3cccc(Br)c3)c(=O)[nH]2)CC(C)O1 (centres undefined),1,96,-1,-7,97,99,1.1,0,108
CSc1cccc(NC(=O)C2CCCN2S(=O)(=O)c2ccc(Br)s2)c1 (centres undefined),-2,51,4,-3,101,94,1.2,-1,91
N#Cc1nc(-c2ccc(OCc3ccc(Cl)cc3)cc2)oc1N1CCOCC1,25[fluorescence artefact?],68,26,50[fluorescence artefact?],81,278*[fluorescence artefact?],1,-103[fluorescence artefact?],96
Cc1cc(NC(=O)Cn2cnc3sc(C)c(-c4ccccc4)c3c2=O)no1,-7,68,nt,-6,80,112,1,6,94
Cc1nc2cc(NC(=O)N3c4ccccc4CC3C)ccc2n1C (centres undefined),-10[fluorescence artefact?],82,-2,-34,94,103,0.5,2,100
N#CC1=C2Sc3ccccc3N2CCCC1=O,-1,90,5,1,94,132,1.3,14,105
Cc1ccc(SCCC(=O)N2CCOCC2)cc1,-3[fluorescence artefact?],93,0,-12[fluorescence artefact?],85,102[fluorescence artefact?],1.4,0,98
COc1ccccc1NC(=O)c1nnn(Cc2ccccc2)c1NC(C)=O,2,102,-4,-3,95,110,1,-2,94
Cc1noc(/C=C/c2ccco2)c1S(=O)(=O)N1CCC(C(=O)N2CCc3ccccc32)CC1,-6[fluorescence artefact?],81,65,5,93,95[fluorescence artefact?],nt,-5,91
CCOC(=O)C1=NNC(C(=O)c2ccccc2)C1c1ccc(OC)cc1 (centres undefined),5,49,nt,-5,93,77,1.1,-9,93
CCn1c2ccccc2c2cc(NC(=O)COC(=O)Cc3cn4ccsc4n3)ccc21,8,61,0,4,86,105,1,-2,100

# Quoted at random: two compounds from above
SMILES,ERb coact inh,H69AR inhibit,Mac1 fbg enh,ERa coact inh,HUVEC prolif 384,ERa coact pot,MT1-MMP txn act,Smad3 inh,Lung fibro prol
N#Cc1nc(-c2ccc(OCc3ccc(Cl)cc3)cc2)oc1N1CCOCC1,25[fluorescence artefact?],68,26,50[fluorescence artefact?],81,278*[fluorescence artefact?],1,-103[fluorescence artefact?],96
Cc1ccc(SCCC(=O)N2CCOCC2)cc1,-3[fluorescence artefact?],93,0,-12[fluorescence artefact?],85,102[fluorescence artefact?],1.4,0,98
